GLD-1 TGE inh: GLD-1-TGE RNA interaction inhibition (C. elegans); inhibition, % at 5.96 µM; 320,000 compounds, 0.44% hits; Q17339; purified GLD-1 + fluorescein TGE RNA, fluorescence polarization; AID 2280;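 active = percent inhibition above a per-plate cutoff, the plate mean of test compounds plus 3 SD, cut at about 30% in these data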;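 note: 0% = DMSO wells with GLD-1 and probe and 100% = wells lacking GLD-1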
MCL1 BIM primary: disrupts human MCL1 binding to BIM-BH3 peptide | Q07820 | GST-MCL1 / FITC-Bim-BH3 fluorescence polarization | inhibition, % at 10.9 µM | 320,000 compounds, 0.68% hits;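 active = inhibition above the mean inhibition of all tested compounds plus 3 SD, set per campaign, cut at about 40% in these data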;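 note: 0% = DMSO wells and 100% = unlabeled Bim-BH3 peptide control; higher means more loss of mP so more displacement of Bim peptide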
Target sequence (Q07820 whole entry, looked up): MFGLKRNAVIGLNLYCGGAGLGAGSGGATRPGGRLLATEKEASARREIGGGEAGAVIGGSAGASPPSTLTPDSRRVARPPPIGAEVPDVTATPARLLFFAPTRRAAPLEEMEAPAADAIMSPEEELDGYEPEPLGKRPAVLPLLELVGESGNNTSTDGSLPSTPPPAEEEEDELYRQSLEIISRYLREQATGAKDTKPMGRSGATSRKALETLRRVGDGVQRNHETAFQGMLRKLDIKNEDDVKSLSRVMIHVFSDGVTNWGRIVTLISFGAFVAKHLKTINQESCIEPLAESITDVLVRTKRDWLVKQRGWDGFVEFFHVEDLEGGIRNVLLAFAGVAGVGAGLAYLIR
PME-1 inh: PME-1 (human) inhibition; inhibition, % at 5.9 µM; Q9Y570; AID 2130; 320,000 compounds, 0.53% hits; recombinant PME-1, FP-Rh probe fluorescence polarization;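 active = inhibition above the campaign mean of all compounds plus 3 SD, cut at about 26% in these data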;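 note: competitive labeling of PME-1 active site by serine hydrolase directed probe; 0% = PME-1 with DMSO and 100% = wells lacking PME-1 enzyme; inhibitors block probe labeling so polarization falls and inhibition rises; many of its hits are not listed in these tables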
MEX-5 binding: C. elegans MEX-5 TCR-2 RNA binding activity | MEX-5/FITC-TCR2 RNA binding, fluorescence polarization; stronger effect = lower value | 300,000 compounds, 0.38% hits | Q9XUB2 | activity score (negative = inhibition of binding), % at 10 µM;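 active = inhibition past about -25% in most replicates, and total fluorescence under double the plate's negative control median, limit read from the data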;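 note: 0% = DMSO and -100% = 5 µM competing unlabeled TCR2 RNA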
TPT1 inhibitor: blocks Candida albicans tRNA 2'-phosphotransferase; inhibition, % at 5 µM; 300,000 compounds, 0.81% hits; recombinant caTPT1, FP RNA substrate dephosphorylation;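 active = inhibition above the mean of all tested compounds plus 3 SD, set per screening campaign, cut at about 24% in these data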;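 note: plate controls were DMSO alone for no effect and ferristatin control at 100 nM for full effect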
PAD4 inh: inhibitors of human PAD4; Q9UM07; recombinant PAD4, RCA probe fluorescence polarization; inhibition, % at 6.36 µM; 330,000 compounds, 0.41% hits; AID 485272;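 active = percent inhibition above a cutoff equal to the mean of all tested compounds plus 3 SD, cut at about 15% in these data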;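 note: 0% = PAD4 with RCA probe and DMSO and 100% = probe without PAD4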
Fam108B counter: Fam108B inhibition, counter-screen for RBBP9 inhibitors; recombinant Fam108B, FP-Rh probe fluorescence polarization; inhibition, % at 9.51 µM; 300,000 compounds, 0.33% hits; AID 1947;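 active = inhibition above the screen mean inhibition plus 3 SD, computed separately per campaign, cut at about 18% in these data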;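 note: inhibitors lower polarization as less probe binds the enzyme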
BCLXL inh: Bcl-xL (human) inhibition; Q07817; 320,000 compounds, 0.7% hits; inhibition, % at 10.9 µM; GST-Bcl-xL / FITC-Bim BH3 peptide fluorescence polarization;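 active = inhibition above the mean of all tested compounds plus 3 SD, cutoff set per campaign, cut at about 30% in these data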;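 note: 0% = DMSO wells and 100% = unlabeled Bim-BH3 peptide competitor; inhibitors lower millipolarization by displacing the labeled peptide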
Target sequence (Q07817 whole entry, looked up): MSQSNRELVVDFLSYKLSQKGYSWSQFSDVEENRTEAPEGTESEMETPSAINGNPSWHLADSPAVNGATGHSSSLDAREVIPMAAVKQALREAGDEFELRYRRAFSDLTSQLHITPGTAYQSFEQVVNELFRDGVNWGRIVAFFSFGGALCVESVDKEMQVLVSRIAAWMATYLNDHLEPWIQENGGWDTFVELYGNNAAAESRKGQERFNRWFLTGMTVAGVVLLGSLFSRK
GSTO1 counter: blocks human GSTO1 in RBBP9 counter-screen | inhibition, % at 5.96 µM | recombinant GSTO1, activity-based probe fluorescence polarization | 300,000 compounds, 1.1% hits | AID 1974 | P78417;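 active = inhibition above the campaign mean inhibition plus 3 SD, cut at about 35% in these data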;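 note: 0% = GSTO1-1 with DMSO and 100% = wells lacking GSTO1-1 enzyme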
Target sequence (P78417 whole entry, looked up): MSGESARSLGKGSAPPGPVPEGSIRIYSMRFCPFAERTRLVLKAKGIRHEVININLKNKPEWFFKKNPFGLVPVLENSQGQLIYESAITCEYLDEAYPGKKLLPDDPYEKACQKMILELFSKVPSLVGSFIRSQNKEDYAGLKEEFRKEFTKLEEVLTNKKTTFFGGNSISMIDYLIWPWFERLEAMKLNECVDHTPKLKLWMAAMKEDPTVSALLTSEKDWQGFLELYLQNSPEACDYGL
The depositor's hits bear a star; / = no result given. A portion of the library (hit frequency here may not be typical).

1: CC(=O)Nc1ccc(NC(=O)CSc2ccc(-c3ccco3)nn2)cc1
2: Cc1cc2c3c([nH]c2cc1S(=O)(=O)NCc1ccc(CN2CCCCCC2)o1)CCCC3=O
3: Cc1ccc(/C=C2\SC(=S)N(CC(=O)Nc3ncc(Cc4ccccc4Cl)s3)C2=O)cc1
4: O=C1CCCN1CCC1CCN(C2CC(=O)N(c3ccc(F)cc3)C2=O)CC1 (configuration not stated)
5: COCc1cc(C)nc(N2CCN(Cc3ccccc3)CC2)c1C#N
6: CN1CCN(S(=O)(=O)c2cccc(C(=O)NCCC3=CCCCC3)c2)CC1
assay / compound,1,2,3,4,5,6
GLD-1 TGE inh,3,-6,-3,0,-1,3
MCL1 BIM primary,3,9,-5,6,-22,-6
PME-1 inh,2,1,-3,5,-6,-3
MEX-5 binding,-1.9,1.5,-2.0,4.0,0.3,0.4
TPT1 inhibitor,5,-1,2,-1,2,1
PAD4 inh,2,3,-12,1,-1,2
Fam108B counter,-1,-1,-2,1,-4,2
BCLXL inh,6,7,0,9,-6,-7
GSTO1 counter,13,0,3,1,-4,0

7: CCc1nnc(NC(=O)c2ccc(COc3ccccc3Cl)o2)s1
8: CCOC(=O)c1cc(NC(=O)c2ccco2)ccc1N1CCOCC1
9: Cc1nnc(SCC(=O)N(CCC#N)c2ccc3c(c2)OCCO3)s1
10: O=C1C2C3C=CC(C4CC34)C2C(=O)N1c1cc(Cl)ccn1 (configuration not stated)
11: Cc1nn(CCC#N)c(N)c1C1(O)C(=O)Nc2c(Cl)cc(Cl)cc21 (configuration not stated)
12: COc1ccc2cc(C(=O)N(C)Cc3ccccc3)[nH]c2c1
assay / compound,7,8,9,10,11,12
GLD-1 TGE inh,-1,-5,2,-2,7,1
MCL1 BIM primary,5,-1,0,-3,11,0
PME-1 inh,-1,1,4,-1,-10,-4
MEX-5 binding,0.6,/,/,-2.6,0.5,1.0
TPT1 inhibitor,1,0,/,-6,-3,1
PAD4 inh,-1,-6,-2,3,-2,2
Fam108B counter,1,-2,/,-1,2,0
BCLXL inh,5,3,-3,1,4,5
GSTO1 counter,-2,-2,/,-7,31,-2

13: COCCN(C(=O)C(=O)NC1CCCC1)C(C(=O)NC1CCCC1)c1ccccc1F (configuration not stated)
14: O=C(NN=C1CCN(Cc2ccccc2)CC1)c1ccccc1
15: CCN(CC)CCN(C)Cc1ccc(Br)cc1
16: CS(=O)(=O)c1ccccc1-c1nnc(-c2ccc(Cl)cc2)o1
17: COc1ccc(/C=N/OCC(=O)N(Cc2ccccc2)c2ccccc2C(=O)O)cc1
18: COC(=O)c1cnn(-c2ccccc2)c1/C=N/NC(=S)Nc1ccc(Cl)cc1
assay / compound,13,14,15,16,17,18
GLD-1 TGE inh,3,1,9,1,0,-2
MCL1 BIM primary,-2,10,8,-1,6,12
PME-1 inh,1,4,1,-4,-3,3
MEX-5 binding,1.6,0.8,-1.7,0.2,-1.1,0.8
TPT1 inhibitor,2,-5,-3,-4,2,2
PAD4 inh,-4,5,-1,3,-6,-4
Fam108B counter,-1,4,0,-7,3,-1
BCLXL inh,3,3,4,4,5,-1
GSTO1 counter,2,2,0,3,3,5

19: Cc1ccc(S(=O)(=O)CCC(=O)OCC(=O)N2CCc3ccccc32)cc1
20: O=C(Nc1ccc2c(c1)C(=O)OC2)c1ccccc1Cl
21: Cc1nc(N2CCOCC2)sc1C=O
22: Cc1ccc(OCCNC(=O)c2ccccc2F)cc1
23: O=C(CCN1C(=O)NC2(CCCC2)C1=O)Nc1ccc(-c2nc3ccccc3s2)cc1
24: Cc1ccc(/C=N/NC(=O)CSc2nnc(-c3ccc(Cl)cc3)n2-c2ccc(Cl)cc2)o1
assay / compound,19,20,21,22,23,24
GLD-1 TGE inh,-5,2,8,0,-13,-2
MCL1 BIM primary,9,5,-4,-5,-27,9
PME-1 inh,-2,-3,6,-1,-3,3
MEX-5 binding,-4.2,0.6,-1.6,-4.8,/,-1.3
TPT1 inhibitor,0,-1,-3,-1,/,2
PAD4 inh,-2,4,6,3,1,3
Fam108B counter,1,-5,3,0,/,-7
BCLXL inh,7,5,3,0,-20,6
GSTO1 counter,0,-3,0,-1,/,9

25: OCCC1CN(Cc2ccc(-c3ccco3)cc2)CCN1Cc1ccsc1 (configuration not stated)
26: CN(C)S(=O)(=O)c1ccc2c(c1)c(=O)c(C(=O)NCCCN1CCCCCC1)cn2C
27: CSc1nc(N)nc(SCC(=O)Nc2cccc(F)c2)c1C#N
28: Cc1ccc(C)c(NC(=O)CSc2nnc(-c3n[nH]c4ccccc34)o2)c1
29: CC1CN(C2CCCCC2)c2nc3c(c(=O)[nH]c(=O)n3C)n2C1 (configuration not stated)
30: CC(C)(CC(=O)O)CC(=O)N1CCN(c2cc(C(F)(F)F)nc3ccccc23)CC1
assay / compound,25,26,27,28,29,30
GLD-1 TGE inh,-6,6,2,-3,-1,-1
MCL1 BIM primary,0,-3,-3,12,10,3
PME-1 inh,1,2,-10,-12,-5,-6
MEX-5 binding,-0.7,1.3,2.1,2.8,-1.9,-0.3
TPT1 inhibitor,-5,-3,-1,-4,-8,-4
PAD4 inh,2,-7,2,-4,-2,-4
Fam108B counter,1,5,-13,-3,13,-2
BCLXL inh,2,-1,1,8,7,6
GSTO1 counter,1,3,-36,39*,-2,-5

31: O=C(Nc1ccon1)c1csc2c1CCCC2
32: O=C(Nc1ccncc1)c1ccc2c(c1)OCCO2
33: COc1cccc(NC(=O)CCCn2c(=O)[nH]c3ccccc3c2=O)c1
34: Cc1ccccc1CSCCNC(=O)c1ccccc1
35: COc1ccc(-c2c(C)nn3c(N4CCC(C(=O)N5CCCCC5)CC4)cc(C)nc23)cc1OC
36: CC(C)COC(=O)n1c(SCC(N)=O)nc2ccccc21
assay / compound,31,32,33,34,35,36
GLD-1 TGE inh,7,-4,2,-9,2,0
MCL1 BIM primary,2,3,7,6,1,2
PME-1 inh,2,-4,1,3,2,1
MEX-5 binding,0.4,1.5,-0.5,1.7,3.9,-0.8
TPT1 inhibitor,0,2,0,2,2,-2
PAD4 inh,8,5,-4,-5,-5,-5
Fam108B counter,0,5,0,2,-2,-3
BCLXL inh,3,4,5,2,4,2
GSTO1 counter,4,7,9,-2,-3,4

Full records as entered above. Values in the order: GLD-1 TGE inh | MCL1 BIM primary | PME-1 inh | MEX-5 binding | TPT1 inhibitor | PAD4 inh | Fam108B counter | BCLXL inh | GSTO1 counter
O=C(Nc1ccon1)c1csc2c1CCCC2 across the screens: 7 | 2 | 2 | 0.4 | 0 | 8 | 0 | 3 | 4
COc1ccc2cc(C(=O)N(C)Cc3ccccc3)[nH]c2c1 across the screens: 1 | 0 | -4 | 1.0 | 1 | 2 | 0 | 5 | -2
Cc1ccc(/C=C2\SC(=S)N(CC(=O)Nc3ncc(Cc4ccccc4Cl)s3)C2=O)cc1 across the screens: -3 | -5 | -3 | -2.0 | 2 | -12 | -2 | 0 | 3

Following part.
37: CCc1nnc(NC(=O)c2cccc(S(=O)(=O)N3CC(c4ccccc4)CC3=O)c2)s1 (configuration not stated)
38: COC(=O)c1sc(N)c(C(=O)OC)c1COC(=O)c1c(C)noc1C
39: Cc1occc1-c1nnc(SCC(=O)Nc2nc(C(C)(C)C)cs2)o1
40: Cc1cc(C#N)c(SCC(N)=O)nc1-c1ccc(F)cc1
41: CCOc1ccc(N(C(C)=O)C2C=CS(=O)(=O)C2)cc1 (configuration not stated)
42: CN(C)C(CNC(=O)CCOc1ccccc1)c1ccco1 (configuration not stated)
assay / compound,37,38,39,40,41,42
GLD-1 TGE inh,7,7,-1,0,1,6
MCL1 BIM primary,4,-6,-2,-3,-1,18
PME-1 inh,1,0,4,-7,4,4
MEX-5 binding,0.2,-0.5,1.7,-2.1,-0.6,0.9
TPT1 inhibitor,1,1,0,1,-5,5
PAD4 inh,-1,-1,4,-4,1,-1
Fam108B counter,3,2,4,-5,5,4
BCLXL inh,3,-1,1,-9,0,13
GSTO1 counter,-8,-5,-1,16,8,12

43: NC(=O)c1ccc(NC(=O)CN2CCN(Cc3ccccc3)CC2)cc1
44: Cc1cc(=O)oc2cc(OC(=O)c3nn(C(C)C)c(=O)c4ccccc34)ccc12
45: COc1ccc(-c2nnc3sc(C4CCCCC4)nn23)cc1OC
46: O=C(NCCc1nc2ccccc2[nH]1)c1ccc(F)cc1
47: COCCn1c(SCC(=O)OC(C)C)nnc1-c1ccccc1
48: Cc1cccc(NC(=O)Cn2nnc(-c3ccc(CN4CCCC4)cc3)n2)c1C
assay / compound,43,44,45,46,47,48
GLD-1 TGE inh,-2,2,0,6,-1,-1
MCL1 BIM primary,4,-18,4,2,2,-2
PME-1 inh,1,-2,2,-4,1,2
MEX-5 binding,-5.0,2.1,3.7,1.0,-0.8,1.0
TPT1 inhibitor,-4,0,-1,2,-1,1
PAD4 inh,3,3,-10,1,-4,-1
Fam108B counter,5,-2,-1,3,4,-4
BCLXL inh,3,-12,4,2,1,5
GSTO1 counter,3,6,-6,11,6,-3

49: COc1ccc(/C(O)=C2/C(=O)C(=O)N(c3ncccn3)C2c2ccc(OC)cc2)cc1 (configuration not stated)
50: CN1CCC(=NNC(=O)C(=O)Nc2ccccc2F)CC1
51: Cc1nc2sccn2c(=O)c1S(=O)(=O)Nc1ccc(N2CCN(S(C)(=O)=O)CC2)cc1
52: CN1C(=O)C(C)(C)c2cc(S(=O)(=O)N3CCCC(C(=O)NCc4ccc(Cl)cc4)C3)ccc21 (configuration not stated)
53: COc1ccc(S(=O)(=O)N2CCOCC2)cc1OC
54: CC(=O)c1ccc(N2CCN(CC(=O)Nc3ccccc3C(=O)NC3CC3)CC2)c(F)c1
assay / compound,49,50,51,52,53,54
GLD-1 TGE inh,4,2,-6,1,-4,-3
MCL1 BIM primary,-9,2,2,-1,4,2
PME-1 inh,-2,1,-1,-3,7,-6
MEX-5 binding,0.5,1.6,1.3,-5.2,1.0,/
TPT1 inhibitor,-2,-3,5,-3,-2,/
PAD4 inh,0,-5,-2,3,-1,0
Fam108B counter,3,1,-1,-1,-1,/
BCLXL inh,-1,-2,5,4,6,1
GSTO1 counter,5,-2,-2,4,1,/

55: CN(C)S(=O)(=O)c1ccc(Nc2ccc(-c3ccc4c(c3)OCCO4)nn2)cc1
56: c1ccc2oc(-c3csc(NCC4CCCO4)n3)cc2c1 (configuration not stated)
57: COc1ccc(C(=O)CN2CCN(c3ccc(F)cc3)CC2)cc1OC
58: COC(=O)c1cn(-c2ccccc2)c(=O)c2ccccc12
59: COc1cc2c(cc1OC)CN(C(=O)/C=C/c1ccccc1[N+](=O)[O-])CC2
60: CCCOc1ccc(C(=O)Nc2ccc(S(=O)(=O)N3CCN(C)CC3)cc2)cc1
61: COc1ccc(S(=O)(=O)NCC2CCCN(C(=O)CN3CCCCC3)C2)cc1 (configuration not stated)
62: O=C(Nc1ccc2oc(-c3ccncc3)nc2c1)c1ccccc1F
assay / compound,55,56,57,58,59,60,61,62
GLD-1 TGE inh,12,-2,-4,2,-1,-11,-4,7
MCL1 BIM primary,3,-1,0,-2,5,-7,-7,-2
PME-1 inh,-61,2,7,3,-2,-1,2,-2
MEX-5 binding,1.7,-0.3,2.2,-0.2,-0.6,-0.7,2.0,-8.3
TPT1 inhibitor,-1,0,-2,-3,1,-1,-1,7
PAD4 inh,1,0,-5,-2,-4,0,-5,7
Fam108B counter,4,-5,1,1,1,6,-3,-1
BCLXL inh,5,5,-1,2,15,-1,3,-1
GSTO1 counter,-2,3,11,4,0,-7,3,7

Assay outcomes: PubChem BioAssay, several laboratories
